Compound activity deposited in PubChem BioAssay by National Center for Advancing Translational Sciences (NCATS).
D1 potentiator = Potentiators of Human D1 Dopamine Receptor: qHTS. HEK293 TREx D1 cells, calcium flux, dopamine EC20 potentiation. AID 504651, 2011. hit rate 0.036% among 360,000. potentiation, % at 10 µM; in the data active = potentiation above about 30%; also: 0% is about no effect
Target sequence (P21728 whole entry, looked up): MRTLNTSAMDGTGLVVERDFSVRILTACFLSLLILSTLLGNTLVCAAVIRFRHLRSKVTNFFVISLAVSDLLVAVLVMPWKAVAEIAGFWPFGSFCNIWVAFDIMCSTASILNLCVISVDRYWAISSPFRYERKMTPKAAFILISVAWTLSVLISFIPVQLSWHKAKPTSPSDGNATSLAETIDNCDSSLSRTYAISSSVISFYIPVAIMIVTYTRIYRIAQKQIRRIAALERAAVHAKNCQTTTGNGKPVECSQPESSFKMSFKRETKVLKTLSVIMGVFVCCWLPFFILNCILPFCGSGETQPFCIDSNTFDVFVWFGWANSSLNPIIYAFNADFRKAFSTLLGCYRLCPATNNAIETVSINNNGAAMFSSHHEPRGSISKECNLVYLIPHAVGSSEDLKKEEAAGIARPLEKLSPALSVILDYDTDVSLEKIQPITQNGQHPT
TRHR ag = qHTS for Small Molecule Agonists and Allosteric Enhancers of Human TRH Receptor: Primary Screen for Agonists | activation, % at 2 µM | Thyrotropin-releasing hormone receptor (Homo sapiens), P34981 | hit rate 0.18% among 360,000 | TRHR cells, calcium flux fluo-8, FDSS agonist mode; also: 0% is about no effect
Target sequence (P34981 whole entry, looked up): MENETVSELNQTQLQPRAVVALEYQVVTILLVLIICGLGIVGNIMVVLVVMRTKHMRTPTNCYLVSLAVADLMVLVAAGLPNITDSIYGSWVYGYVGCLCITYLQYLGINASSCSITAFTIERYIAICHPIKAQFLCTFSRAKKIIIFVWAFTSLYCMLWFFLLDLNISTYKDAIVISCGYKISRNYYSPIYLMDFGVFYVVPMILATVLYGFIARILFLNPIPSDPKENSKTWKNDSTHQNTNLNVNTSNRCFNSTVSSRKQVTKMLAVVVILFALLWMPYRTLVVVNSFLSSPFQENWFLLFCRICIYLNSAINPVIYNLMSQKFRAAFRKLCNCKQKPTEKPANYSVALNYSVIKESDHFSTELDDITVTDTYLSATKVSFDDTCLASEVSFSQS
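Read-out: compound-evoked intracellular calcium rise in TRHR cells, fluo-8 dye, kinetic FDSS fluorescence at 1 s/cycle following a 10-cycle baseline. Cells cultured overnight before dye loading (30 min–1.5 h, RT).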
D2 PAM = HTS Assay for Positive Allosteric Modulators of the Human D2 Dopamine Receptor: Primary Screen for Potentiators | potentiation, % at 10 µM | hit rate 0.34% among 340,000 | D(2) dopamine receptor (Homo sapiens), P14416 | HEK293 T-REx D2, calcium flux, EC20 dopamine potentiation;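 active = potentiation over 3 SD above the plate norm, cut at about 30% in these data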; also: 0% is about no effect
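Potentiation of an EC20 dopamine calcium response measured kinetically over 180 s, after a preceding 180 s compound-only read flagging agonists. Cells: inducible Hek293 Trex D2 line, 4000/well, cultured overnight at 30 C before dye loading.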
D1 ag = Allosteric Agonists of the Human D1 Dopamine Receptor: qHTS | D(1A) dopamine receptor (Homo sapiens), P21728 | HEK293 T-REx D1 cells, calcium flux, agonist mode | activation, % at 2 µM | hit rate 1% among 360,000 | AID 504660, 2011; also: 0% is about no effect
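Tetracycline-induced HEK293 TREx D1 cells, force-coupled to calcium signalling, were dye-loaded with a no-wash calcium kit. Compound was pin-added after a 10 s baseline. Fluorescence was read kinetically at 1 cycle/s for 180 s, with calcium rises flagged as agonism.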
D2 ag = HTS Assay for Allosteric Agonists of the Human D2 Dopamine Receptor: Primary Screen for Agonists. activation, % at 2 µM. AID 485358, 2010. HEK293 T-REx D2 cells, calcium flux agonist mode. hit rate 0.53% among 340,000. D(2) dopamine receptor (Homo sapiens), P14416;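 active = activation over 3 SD above normal in the single-dose calcium agonist read, cut at about 30% in these data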; also: 0% is about no effect
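Tetracycline-induced HEK293 T-REx cells with force-coupled D2 receptor, plated overnight at 30 C, loaded with no-wash calcium dye. After a 10 s baseline, compound was pin-added and calcium flux read kinetically for 180 s; calcium rises flagged agonists.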
D1 antag = Antagonist of Human D 1 Dopamine Receptor: qHTS | AID 504652, 2011 | HEK293 TREx D1 cells, calcium flux, dopamine EC80; active compounds read low | D(1A) dopamine receptor (Homo sapiens), P21728 | hit rate 3.2% among 360,000 | activity change, negative = inhibition, % at 10 µM; in the data active = activity change below about -30%; also: % is scaled to controls: 0 for no effect and ±100 for the full control effect
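Tetracycline-induced HEK293 Trex D1 cells, force-coupled to calcium, dye-loaded; compounds added and read 180 s, then EC80 dopamine added and calcium flux tracked kinetically another 180 s.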
TRHR PAM = qHTS for Small Molecule Agonists and Allosteric Enhancers of Human TRH Receptor: Primary Screen for Enhancers. Thyrotropin-releasing hormone receptor (Homo sapiens), P34981. TRHR cells, fluo-8 calcium fluorescence, EC20 TRH enhancement. enhancement, % at 2 µM. hit rate 0.66% among 360,000; in the data active = enhancement above about 30%; also: 0% is about no effect
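Enhancer read-out: after compound pinning and an initial kinetic agonist-mode read, an EC20 of TRH (10 nM final) was injected and fluo-8 calcium signal (Ex 480/Em 530) followed at 1 s/cycle for 100 cycles in TRHR-expressing cells.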
RXFP1 antag = qHTS Assay for Antagonists of the Relaxin Receptor RXFP1; activity change, negative = inhibition, % at 57.5 µM; HEK293-RXFP1, relaxin-stimulated cAMP HTRF, 30 min; active compounds read low; AID 1259400, 2018; hit rate 0.59% among 350,000;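 active = activity change of -60% or lower, but not beyond a set lower limit; inconclusive = change between -60% and -40%, or beyond the set limit; inactive = change above -40%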; also: % is scaled to controls: 0 for no effect and ±100 for the full control effect
D2 antag = HTS Assay for Allosteric Antagonists of the Human D2 Dopamine Receptor: Primary Screen for Antagonists. HEK293 TREx D2 cells, calcium flux, dopamine EC80. inhibition, % at 10 µM. hit rate 2% among 340,000. AID 485344, 2010; in the data active = inhibition above about 30%; also: 0% is about no effect
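Inhibition of EC80 dopamine-driven calcium flux, recorded kinetically, defines activity here; cells are a tetracycline-induced HEK293 T-REx line expressing force-coupled D2.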
The depositor's hits bear a star; ? = inconclusive; . = no result given; & = joins results of further samples. Rule as the data show it, unless noted: active = activation above about 30%; inactive = the rest.

| smiles | D1 potentiator | TRHR ag | D2 PAM | D1 ag | D2 ag | D1 antag | TRHR PAM | RXFP1 antag | D2 antag |
| --- | --- | --- | --- | --- | --- | --- | --- | --- | --- |
| Cc1ccc(C(=O)/C=C\C(=O)c2ccc(C)cc2)cc1 | -10 | 0.6 | . | 2 | . | -38* | 3 | ? | . |
| Nn1cc(-c2ccccc2)nc1SCC(=O)NC1CCS(=O)(=O)C1 (stereo not drawn) | -5 | 0.9 | -5 | 3 | 1.1 | 13 | 1 | 1 | -13 |
| CCOC(=O)c1cc(C)n(Cc2cccc(OC)c2OC)c1C | -4 | -1.2 | 17 | 2 | 0.9 | -6 | -3 | -14 | 18 |
| COc1cccc(CNC(C)(C)CO)c1OCc1ccc(Cl)cc1 | . | 2.0 | -4 | 15 | 0.3 | -5 | -4 | -11 | -2 |
| CC1CCC(NC(=O)c2cccc(S(=O)(=O)NCc3ccccc3)c2)CC1 (stereo not drawn) | -3 | -1.9 | 3 | 0 | 1.8 | -2 | -1 | -3 | -7 |
| COc1ccccc1C1/C(=C(/O)c2ccc(OC(C)C)cc2)C(=O)C(=O)N1c1cc(C)on1 (stereo not drawn) | 3 | -1.8 | 5 | 0 | 1.5 | -1 | 1 | -9 | -5 |
| Nc1ccc(C23CC4CC(CC(CO)(C4)C2)C3)cc1 | -1 | -1.0 | 19 | 10 | -1.5 | -4 | 26 | -2 | 15 |
| Cn1c(CC(=O)Nc2ccccc2)nnc1SCC(=O)c1ccccc1 | -6 | -0.2 | -1 | 5 | -0.8 | -16 | 3 | -5 | -3 |
| Cc1cc(C)c(-c2cc(C(=O)Nc3c(C)n(C)n(-c4ccccc4)c3=O)[nH]n2)c(O)c1 | 1 | -0.4 | -2 | 2 | -0.3 | -4 | 1 | 18 | 21 |
| C=CCN1C(=O)N(CC=C)c2cccc3cccc1c23 | 0 | -0.5 | 0 | 4 | -0.6 | 5 | 2 | -20 | 1 |
| CN(CCCNC(=O)c1cccn2c(=O)c3ccccc3nc12)Cc1ccccc1 | -1 | 0.0 | -21 | 2 | 0.3 | 1 | -3 | -20 | 31* |
| Cc1cccc(C(=O)N2CCCC(N3CCN(c4ccccc4F)CC3)C2)n1 (stereo not drawn) | -10 | 0.6 | -1 | 0 | 14 | 3 | -9 | -16 | -13 |
| Cc1cc(-n2nc3ccccc3n2)c(O)c([N+](=O)[O-])c1 | -4 | -0.2 | -5 | 2 | -0.3 | -17 | 2 | -5 | 0 |
| CCCSc1nnc2c(n1)OC(c1cccs1)Nc1ccc(Br)cc1-2 (stereo not drawn) | 6 | -0.7 | -2 | -2 | -0.3 | -1 | -6 | -6 | . |
| Cc1ccc(S(=O)(=O)Oc2cccc(/C=N/n3cnnc3)c2)cc1 | -6 | 0.4 | . | 17 | . | -15 | -4 | . | . |
| O=C(Oc1cccc(NC(=O)c2ccco2)c1)c1ccc(Br)c(S(=O)(=O)N2CCCCC2)c1 | -8 | 0.5 | 3 | 9 | 0.1 | -4 | -4 | -3 | 1 |
| O=C(CSc1nc2ccccc2c(=O)n1CCCN1CCOCC1)NC12CC3CC(CC(C3)C1)C2 | 1 | -1.1 | -2 | 5 | 1.0 | 20 | -2 | -5 | -8 |
| NS(=O)(=O)c1ccc(CCNS(=O)(=O)c2ccc(Cl)cc2)cc1 | -1 | 0.3 | -14 | 1 | 0.1 | -1 | -3 | -2 | 3 |
| O=C(CN1CCOCC1)Nc1cc([N+](=O)[O-])ccc1Cl | -5 | 0.6 | -1 | 4 | -0.5 | 5 | 23 | -12 | -2 |
| CCc1cc(=O)oc2c(C)c(OCC(=O)N3CC[C@@]4(O)CCCC[C@H]4C3)ccc12 | 4 | 0.4 | 19 | 4 | . | -1 | 1 | . | . |
| O=C(Nc1ccc(F)cc1F)c1c(C(F)(F)F)ccnc1Oc1ccccc1 | -5 | -0.1 | 14 | 0 | -0.6 | -15 | -5 | 7 | -20 |
| CCOc1cc(C)c(C(C)C)cc1S(=O)(=O)n1cnc(C)c1 | -14 | -0.4 | 11 | 3 | 0.5 | -31* | 8 | 6 | 2 |
| Nc1nc(SCC(=O)NC2CCCCCC2)[nH]c(=O)c1-c1ccccc1 | -3 | 0.0 | -1 | 1 | 0.0 | 4 | 0 | 10 | 2 |
| CC1CCCCN1C(=O)CSc1nnc(-c2ccccc2Cl)o1 (stereo not drawn) | -3 | -0.8 | 2 | 2 | -0.7 | 3 | -5 | -6 | . |
| COc1ccc(CC(=O)Nc2cccc(-c3nnc(-c4cccc(C)c4)o3)c2)cc1OC | -6 | 0.3 | . | 14 | 0.3 | -17 | 0 | -20 | -23 |
| Cc1ccccc1N1CCN(C(=O)C2CCC(=O)N(C3CCCC3)C2)CC1 (stereo not drawn) | 1 | 0.0 | 6 | 3 | 0.4 | 12 | 6 | -32 | -7 |
| CCN(CC)NC(=O)Nc1ccccc1 | 2 | 0.2 | 11 | 4 | 0.0 | 15 | -4 | 12 | 2 |
| COc1cccc(CNc2ncc(-c3ccc(Br)cc3)n2C)c1 | -2 | 1.0 | -2 | 8 | 0.2 | -11 | -8 | -14 | . |
| COc1ccc(OC)c(C2c3c(oc4ccccc4c3=O)C(=O)N2CCCN(C)C)c1 (stereo not drawn) | 0 | 0.5 | 2 | 2 | 0.4 | -26 | -6 | -20 | 0 |
| CCn1c(=O)c(-c2cc(=O)[nH][nH]2)c(O)c2ccccc21 | 8 | -1.0 | 23 | 1 | -0.4 | 11 | 5 | 7 | 4 |
| Cc1cc(C(=O)NC2CCCc3c2cnn3-c2ccccc2F)nc(C)n1 (stereo not drawn) | -6 | -0.9 | -2 | 0 | . | 5 | 1 | 3 | 8 |
| O=[N+]([O-])c1ccc(N2CCN(CCOCCO)CC2)c([N+](=O)[O-])c1 | -5 | 1.7 | 8 | 0 | 1.9 | -7 | 3 | 2 | 9 |
| Cc1c(C(=O)NC(=S)Nc2ccc3c4c(cccc24)CC3)cccc1[N+](=O)[O-] | -3 | 0.3 | 9 | 5 | 0.3 | 1 | 4 | -7 | -11 |
| CC(C)c1ccccc1N=C1SCCN1C1CCS(=O)(=O)C1 (stereo not drawn) | -1 | -0.2 | -6 | 2 | 0.9 | -1 | 70* | -5 | -44 |
| CCN(CC)Cc1c(O)c(Cl)cc2c3c(c(=O)oc12)CCCC3 | -2 | -0.7 | . | 0 | . | 17 | 8 | 13 | . |
| COc1ccc(OC)c(/C=C/C(=O)OCC(=O)NCc2ccco2)c1 | -1 | -1.3 | 5 | 0 | -0.2 | -5 | -2 | 16 | -11 |
| CCOc1ccc(-c2nc(CCl)cs2)cc1 | -3 | 0.0 | 11 | 3 | 1.3 | 4 | -4 | 11 | -15 |
| COc1ccc(C)cc1S(=O)(=O)NCC(c1ccc(N(C)C)cc1)N1CCc2ccccc21 (stereo not drawn) | 0 | -1.0 | 2 | 1 | 1.2 | 11 | 8 | -4 | . |
| Cc1ncc([N+](=O)[O-])n1Cc1ccccc1F | -2 | -0.9 | -8 | -1 | -2.2 | -27 | 0 | -3 | 31* |
| CCc1ccc(NC(=O)c2oc3c(c2C)-c2[nH]ncc2CC3)cc1 | 2 | -0.5 | 4 | 0 | -0.3 | -21 | 7 | -12 | . |
| N=c1c2c3c(sc2ncn1CCN1CCOCC1)CCCCC3 | 1 | 1.1 | -2 | 2 | 0.7 | 4 | 12 | 1 | -3 |
| Cc1ccc(NC(=O)c2cc([N+](=O)[O-])ccc2N2CCOCC2)cc1C | -2 | -1.0 | -5 | 1 | 0.0 | -30* | -2 | -7 | -2 |
| Cc1ccc(-c2cc(C(F)(F)F)n3nc(-c4cccc(Br)c4)cc3n2)cc1 | -2 | 0.0 | -4 | 0 | . | -13 | -3 | -1 | . |
| Cc1cc(C)n2nc(SCn3nnc4ccccc4c3=O)nc2n1 | -1 | -0.2 | -12 | 0 | 0.4 | 1 | 1 | -9 | -11 |
| CCn1cc(C(=O)NCCc2ccc(OC)c(OC)c2)c(=O)c2cc(S(=O)(=O)N3CCOCC3)ccc21 | -4&0 | -2.0&0.9 | 6&10 | 0&-1 | -2.8&0.6 | -1&-1 | 2&-9 | -4 | 3 |
| COc1ccc(OC)c(CCNC(=O)CCc2cn(C)c3ccccc23)c1 | -4 | -2.4 | -1 | 0 | -0.3 | -1 | -2 | -6 | -14 |
| CCNC(=O)CC1C(=O)N(c2ccc(F)cc2)C(=O)N1Cc1cccs1 (stereo not drawn) | 0 | 0.5 | -3 | 0 | 0.8 | 27 | -3 | 11 | 5 |
| CCOc1cccc(NC(=O)c2sc3nc(-c4ccc(F)cc4)ccc3c2N)c1 | -7 | 1.6 | 6 | 6 | . | 0 | 0 | . | . |
| CN1C[C@@H]2C(c3ccc(Cl)nc3)C3(c4cccnc4)CC2(C3)[C@H]1c1ccccc1 (stereo partly drawn) | 8 | 0.1 | -8 | 2 | -0.3 | 3 | -3 | . | -32 |
| Fc1cccc(Cc2noc(CN3CCN(c4cnccn4)CC3)n2)c1 | -5 | -0.4 | -7 | 1 | 1.8 | -16 | 17 | 3 | -13 |
| Cc1ccc(C(=O)N/C(=C\c2cn(C)c3ccccc23)C(=O)OCCN(C)C)cc1 | 1 | 0.0 | 1 | 2 | 0.0 | -14 | 3 | -18 | -13 |
| CC(=O)N1N=C(c2ccc(C)cc2)CC1c1cn(-c2ccccc2)nc1-c1cccs1 (stereo not drawn) | 2 | -1.6 | . | 0 | -0.3 | 9 | 5 | . | . |
| CCN(C(=O)c1ccc(C(=O)N(CC)c2ccccc2C)cc1)c1ccccc1C | -1 | -1.2 | -5 | 0 | -1.8 | 6 | -7 | -3 | . |

Profiles, quoted from the list:
Shown for Cc1ccc(C(=O)N/C(=C\c2cn(C)c3ccccc23)C(=O)OCCN(C)C)cc1 = D1 potentiator = 1; TRHR ag = 0.0; D2 PAM = 1; D1 ag = 2; D2 ag = 0.0; D1 antag = -14; TRHR PAM = 3; RXFP1 antag = -18; D2 antag = -13
Shown for CCOc1ccc(-c2nc(CCl)cs2)cc1 = D1 potentiator = -3; TRHR ag = 0.0; D2 PAM = 11; D1 ag = 3; D2 ag = 1.3; D1 antag = 4; TRHR PAM = -4; RXFP1 antag = 11; D2 antag = -15
